Source: PubChem (National Center for Advancing Translational Sciences (NCATS))
Mito fusion act: qHTS Assay for Small Molecule Inhibitors of Mitochondrial Division or Activators of Mitochondrial Fusion | S. cerevisiae fusion-defective mutant growth rescue, CellTiterGlo 48 h | hit rate 0.23% among 320,000 | Potency, µM (highest dose often 46.1 µM), for the others: at the top dose growth rescue (activation), actives largely listed as activators;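 also: potency is read from the fitted curve at half-maximal effect; % of control where 0% means no effect; nearly all actives have a fitted effect of over 45% in size; temperature-sensitive fusion mutants such as fzo1-1 at 37 °C on non-fermentable ethanol glycerol medium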
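Growth-rescue viability read-out: after 48 h at the non-permissive 37C in glycerol/ethanol YPEG, yeast mitochondrial fusion mutants are measured by CellTiterGlo luminescence; compounds (23 nl pinned per well) restoring growth score as division inhibitors or fusion activators.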
Tb PFK inh: qHTS Assay to Find Inhibitors of T. brucei phosphofructokinase. ATP-dependent 6-phosphofructokinase (Trypanosoma brucei brucei), O15648. T. brucei PFK, ADP-Glo luminescence. Potency, µM (titrated, usually from 57.5 µM), for inactives: at the top dose activity, negative = inhibition, usual class: inhibitors. hit rate 0.17% among 330,000;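 also: potency is read from the fitted curve at half-maximal effect; 0% = uninhibited 1x PFK enzyme wells and -100% = no-enzyme wells; nearly all actives have a fitted effect of over 60% in size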
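ADP-Glo luminescence quantified ADP after 45 min at room temperature, with 1.25 nM T. brucei PFK, 0.1 mM ATP and 0.5 mM fructose-6-phosphate in pH 8.0 TEA buffer. qHTS titrations up to 57 µM; curves classified by quality.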
PTAP TSG101 blk: qHTS Assay for Iinhibitors of HIV-1 Budding by Blocking the Interaction of PTAP/TSG101; Fluorescence polarization, FITC-PTAP peptide / Tsg101 binding; 340,000 tested, under 10 active; Potency, µM (series often up to 115 µM), inactives show at the highest dose activity change, negative = inhibition, usual class: inhibitors; Tumor susceptibility gene 101 protein (Homo sapiens), Q99816; active = well fitted inhibition curve with a large enough effect in the main read-out, with a control signal flat, not every such curve was filed as active; inconclusive = small, poorly fitted or top-dose-only effect, or effect the other way, or a change in a side signal; inactive = no such curve, though single readings can be large or run the other way; also: potency is read from the fitted curve at half-maximal effect; % of control where 0% means no effect
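Fluorescence anisotropy tracks displacement of a FITC-tagged PTAP peptide (50 nM) from the Tsg101 binding domain (10 uM), following a 20 min room-temperature incubation at pH 7.5.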
TSHR antag: Antagonists of the Thyroid Stimulating Hormone Receptor: HTS campaign; Thyrotropin receptor (Homo sapiens), P16473; AID 504810, 2011; hit rate 0.2% among 330,000; activity change, negative = inhibition, % at 11.5 µM; TSHR-expressing cells, TSH-stimulated cAMP HTRF, 2 h; active compounds read low;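 active = activity change below a set negative limit, meaning inhibition stronger than a set level, cut at about -70% in these data; inconclusive = activity change between two set negative limits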; also: % is scaled to controls: 0 for no effect and ±100 for the full control effect
Target sequence (P16473 whole entry, looked up): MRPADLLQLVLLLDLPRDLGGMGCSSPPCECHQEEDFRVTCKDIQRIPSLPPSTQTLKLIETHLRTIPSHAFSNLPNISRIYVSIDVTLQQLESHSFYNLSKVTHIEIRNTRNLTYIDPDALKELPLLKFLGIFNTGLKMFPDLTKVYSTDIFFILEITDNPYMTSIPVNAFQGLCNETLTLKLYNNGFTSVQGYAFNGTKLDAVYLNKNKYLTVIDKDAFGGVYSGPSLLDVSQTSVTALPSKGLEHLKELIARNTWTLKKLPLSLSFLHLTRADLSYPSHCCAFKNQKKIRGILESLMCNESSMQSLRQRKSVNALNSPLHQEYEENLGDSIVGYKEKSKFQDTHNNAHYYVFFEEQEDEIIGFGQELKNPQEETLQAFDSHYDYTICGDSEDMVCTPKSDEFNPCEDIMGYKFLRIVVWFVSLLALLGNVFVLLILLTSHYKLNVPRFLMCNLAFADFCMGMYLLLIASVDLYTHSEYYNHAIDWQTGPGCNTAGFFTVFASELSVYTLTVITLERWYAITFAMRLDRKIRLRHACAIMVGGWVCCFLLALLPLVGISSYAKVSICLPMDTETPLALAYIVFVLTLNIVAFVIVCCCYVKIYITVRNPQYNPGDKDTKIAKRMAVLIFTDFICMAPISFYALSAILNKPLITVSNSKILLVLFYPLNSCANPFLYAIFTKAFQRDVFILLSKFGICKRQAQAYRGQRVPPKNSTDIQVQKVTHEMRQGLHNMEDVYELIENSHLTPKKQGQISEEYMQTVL
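Freshly harvested TSHR cells receive pin-tooled compound, then EC80 TSH at 4nM final. After 2 hours at 37 deg C, antibody in lysis buffer and cAMP-d2 are added; 30 minutes at ambient temperature precede the HTRF read.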
AT treatment: qHTS Assay for Identifying a Potential Treatment of Ataxia-Telangiectasia. […] A-T fibroblasts, KAP-1 phosphorylation AlphaLISA; neocarzinostatin DNA damage 30 min before lysis. Potency, µM (titrated, usually from 57.5 µM), without a hit: top-dose activation, actives largely listed as activators. hit rate 0.19% among 320,000. AID 485349, 2010; also: potency is read from the fitted curve at half-maximal effect; % of control where 0% means no effect; nearly all actives have a fitted effect of over 45% in size
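ATM-like activity read as KAP-1 phosphorylation via AlphaLISA donor/acceptor antibody pairs after lysis and 6 hr at 25C. Cells were ATM-null patient fibroblasts ([…], hTERT), dosed 60 min, then exposed to the DSB inducer NCS for 30 min.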
Eya2 phos inh: qHTS Assay for Inhibitors of the Phosphatase Activity of Eya2 | Protein phosphatase EYA2 (Homo sapiens), O00167 | recombinant Eya2, OMFP fluorescence dephosphorylation (OMFP is methylfluorescein phosphate) | Potency, µM (top dose mostly 76.9 µM), inactives show at the highest dose activity, negative = inhibition, most hits filed as inhibitors | hit rate 0.006% among 330,000; also: potency is read from the fitted curve at half-maximal effect; % is scaled to controls: 0 for no effect and ±100 for the full control effect
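Eya2 protein (added as 0.2 uM solution) was preincubated with compound for 10 min at ambient temperature in 50 mM HEPES pH 7.5, 50 mM NaCl, 5 uM MgCl2, 0.05% BSA, 1 mM DTT. OMFP (added at 50 uM) then reacted 10 min; fluorescence read at 485/525 nm.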
ELG1 DNA repair: qHTS screen for small molecules that inhibit ELG1-dependent DNA repair in human embryonic kidney (HEK293T) cells expressing luciferase-tagged ELG1 | HEK293T ELG1-luciferase reporter, luminescence, 16 h; DNA damage induced by 5-fluorouridine | Potency, µM (highest dose often 46.1 µM), without a hit: at the highest dose activity change, negative = inhibition, most hits filed as inhibitors | hit rate 2.3% among 330,000 | AID 504467, 2011; also: potency is read from the fitted curve at half-maximal effect; % is scaled to controls: 0 for no effect and ±100 for the full control effect; nearly all actives have a fitted effect of over 55% in size
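Step one: seed 2,000 cells per well. Step two: pin-transfer compound or DMSO alongside 5-fluorouridine. Step three: incubate 16 hr, 37 °C, 5% CO2. Step four: add ONE-Glo, wait 30 min, read luminescence.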
BCR signal inh: qHTS Assay to Find Inhibitors of Chronic Active B-Cell Receptor Signaling; ABC-DLBCL IkBa-CBG/CBR reporter, luminescence ratio, 4 h; Potency, µM (highest dose often 46.1 µM), for the others: top-dose ratio change, negative = lower green/red ratio, actives largely listed as inhibitors; hit rate 0.05% among 340,000; AID 493014, 2011; active = well fitted inhibition curve with a large enough effect in the signal ratio, with a control signal flat, not every such curve was filed as active; inconclusive = small, poorly fitted or top-dose-only effect, or effect the other way, or a change in a side signal; the % refers to the signal ratio;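 also: potency is read from the fitted curve at half-maximal effect; plate controls were basal doxycycline-induced cells for no effect and cells given 10 µM MG132 for full effect; MG132 reads +100%, hits lower the ratio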
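Doxycycline induced both beetle luciferases in TMD8 lymphoma cells; IKK-driven degradation limits the IkappaBalpha-fused green signal, while red luminescence normalises for cell number and nonspecific effects. Compounds tested up to 46 uM, 4 hrs.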
a7 integrin act: qHTS for Activators of Integrin-Mediated Alleviation for Muscular Dystrophy | alpha7betagal myoblasts, beta-gal FDG fluorescence, 48 h | Potency, µM (titrated, usually from 38.3 µM), for inactives: at the highest dose activation, usual class: activators | hit rate 0.064% among 350,000 | AID 624291, 2012;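 also: potency is read from the fitted curve at half-maximal effect; 100% = response of the positive control SU9516; nearly all actives have a fitted effect of over 60% in size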
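Alpha7betagal+/- myoblasts (passage 13) were plated 16-24 hr, then exposed to compounds (1:260 dilution of DMSO stock) for 48 hours at 37C. After MPER lysis, β-galactosidase reporter activity was read as FDG fluorescence (ex 480/em 540) after 30 minutes.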
TCR activator: Activators of T cell receptors: qHTS campaign; primary human leukocytes, anti-CD3, IL-2 HTRF, 48 h; Potency, µM (series often up to 9.22 µM), inactives show top-dose activation of IL-2 secretion, most hits filed as activators; 330,000 tested, under 10 active; AID 504894, 2011; also: % of control where 0% means no effect
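IL-2 release read by HTRF sandwich (Eu cryptate donor, d2 acceptor, 665 nm emission) after 48 hr exposure of primary human leukocytes to compound together with anti-CD3 beads in the absence of co-stimulatory signals.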
ASM inhibitor: Inhibitors of Secretory Acid Sphingomyelinase (S-ASM): qHTS; Sphingomyelin phosphodiesterase (Homo sapiens), P17405; placental ASM, HMU-PC fluorogenic substrate, 60 min; Potency, µM (top dose mostly 57.5 µM), for the others: at the highest dose activity change, negative = inhibition, actives largely listed as inhibitors; hit rate 0.006% among 340,000; AID 504937, 2011; also: potency is read from the fitted curve at half-maximal effect
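Human placenta-derived ASM enzyme was preincubated with compound for 10 minutes at room temperature, then given fluorogenic substrate HMU-PC0 (9 uM final) for 60 minutes at 37 °C; a pH 10 stop preceded fluorescence reading at Ex 386/Em 447 nm.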
* marks the source's active call; other numbers are inactive results; u = inconclusive; x = not tested or not shown; [ ] = remark or other dose. Unless noted, calls follow the shape of the dose curve; as a rule, active = well fitted curve in the direction sought with a large enough effect; inconclusive = small, poorly fitted or top-dose-only effect, or another doubt; inactive = no such curve, though single readings can be large; an effect the other way counts as inactive or inconclusive. No enrichment for hits; any-hit rate near 3.2%.

Results follow in this order: ASM inhibitor | AT treatment | TSHR antag | PTAP TSG101 blk | ELG1 DNA repair | a7 integrin act | BCR signal inh | Eya2 phos inh | TCR activator | Tb PFK inh | Mito fusion act
Cc1ccc(OC(C)C(=O)Nc2ccc(S(=O)(=O)Nc3cc(C)on3)cc2)cc1 (centres undefined)
    -4% | 4% | -2 | -3% | 9% | 4% | 4% | -3% | 4% | 4% | -1%
CCOC(=O)C1=C(O)C(=O)N(Cc2cccnc2)C1c1ccc(C)cc1 (centres undefined)
    3% | 0% | -10 | -2% | 11% | 5% | u | 7% | 6% | 0% | -2%
c1ccc(CN2CCN(Cc3cn4cccnc4n3)CC2)cc1
    5% | -1% | 3 | -7% | -18% | 4% | 10% | 10% | 3% | -1% | 0%
C=CCNc1ncnc2ccccc12
    9% | 7% | -20 | 4% | -5% | 3% | -5% | -6% | -1% | -6% | -3%
CCN(c1cccc(C)c1)S(=O)(=O)c1ccc(-n2cccn2)cc1
    -1% | 1% | 1 | 0% | 11% | 33% | 1% | 0% | -3% | -1% | -5%
COc1ccc(C)cc1NC(=O)C(OC(=O)CNC(=O)c1cccc(F)c1)c1ccccc1 (centres undefined)
    -2% | -1% | 10 | -11% | 23% | 13% | -5% | -5% | -2%[46.1 µM] | -10% | -7%
O=C(Nc1ccc(N2CCCCC2)cc1)c1ccc2ccccc2n1
    -11% | -4% | -23 | -4% | 15% | -17% | 13% | -5% | -4% | -1% | -9%
COc1ccccc1/C=C/C=N/n1c(-c2ccc(Cl)cc2Cl)n[nH]c1=S
    -3% | 2% | -4 | -3% | 8% | 0% | -2% | -9% | 0% | -9% | 1%
COc1cc([N+](=O)[O-])ccc1NC(=O)NCc1ccccn1
    -2% | -5% | -2 | -2% | 14% | u | 2% | 2% | -3% | 2% | -1%
COc1ccc(N(C2=NCCCS2)S(=O)(=O)c2ccc(C(C)(C)C)cc2)cc1
    -1% | 3% | 12 | 1% | 4% | 0% | 3% | -2% | -1% | -3% | -6%
Cc1cccc(NC(=O)CN2C(=O)N/C(=C/c3cc(C)n(C)c3C)C2=O)c1
    16% | 0% | 18 | 4% | 13% | 8% | 0% | -25% | 6% | -5% | -14%
Cc1cccc(C(=O)OCC(=O)NC23CC4CC(CC(C4)C2)C3)c1O
    -2% | 17% | -37 | -2% | u | 21% | -5% | 0% | 1% | 2% | x
CC(=O)C1=C(C)NC(=O)NC1c1cccs1 (centres undefined)
    3% | -3% | 2 | -8% | 7% | 3% | -22% | 14% | -2% | 0% | 3%
CCN(CC1CCCO1)C(=O)CCc1nnc(Cc2ccc3c(c2)OCO3)o1 (centres undefined)
    3% | -1% | 2 | 4% | 11% | -3% | 8% | -17% | 3% | 2% | -5%
CCN(CC(=O)Nc1c(F)cccc1F)C(=O)c1ccc2c(=O)n3c(nc2c1)CCC3
    6% | 12% | -3 | 0% | u | 15% | 10% | -5% | 4% | -4% | -1%
Cc1ccc(NS(=O)(=O)c2cccc(C(=O)NCC(c3ccco3)N3CCCCC3)c2)cc1 (centres undefined)
    1% | -6% | 13 | x | -23% | -6% | -1% | 6% | 4% | 4% | 0%
COc1cc(C=O)ccc1OCC(=O)N1CCOCC1
    7% | 0% | -4 | -12% | 3% | -20% | -3% | 1% | 0% | 14% | -2%
Cc1ccc2nc(NC(=O)c3ccco3)sc2c1
    1% | x | -16 | -8% | u | 1% | u | -3% | 5% | -4% | 5%
Cc1ccc(N(C(C)C(=O)N2CCOCC2)S(C)(=O)=O)cc1C (centres undefined)
    8% | 5% | -1 | -6% | 8% | u | 2% | 1% | 2% | 0% | 0%
CC1=Nc2cc([N+](=O)[O-])ccc2NC(C)(C)C1
    1% | 2% | 4 | -4% | u | -11% | 5% | 0% | 1% | -9% | 0%
COc1cccc(C(=O)Nc2ccncc2)c1
    x | 9% | -2 | x | -5% | x | -10% | -13% | x | -1% | -5%
CC(C)(C)OC(=O)C[C@@H]1C/C=C\C[C@H](CC(=O)NCCO)C(=O)N2CCC[C@@H]2COC1=O
    1% | 2% | -4 | x | 14% | -13% | -1% | 11% | 6% | 8% | x
Cc1cc(=O)[nH]c(SCC(=O)Nc2ccc3c(c2)CCC3)c1C#N
    -1% | -1% | -33 | -3% | u | 10% | u | -3% | -1% | -12% | -3%
COc1ccc(NC(=O)CN(C)C(=O)CCc2nc3cc(S(=O)(=O)N4CCOCC4)ccc3n2C)cc1
    2% | 1% | -10 | 2% | 1% | 15% | 2% | -2% | -3% | -2% | 3%
CCN(CC(=O)Nc1ccc(OC)cc1)CC(=O)N1CC(=O)Nc2ccccc21
    0% | 5% | -14 | -1% | 2% | 36% | u | -25% | 3% | -1% | -2%
COc1ccc2nc(-c3ccccc3)cc(OC)c2c1
    0% | 2% | -12 | -1% | u | 9% | -2% | -4% | -10%[46.1 µM] | 0% | 9%
CCC(C)NC(=O)C1(C)CCC(=O)N1CCc1ccc(OC)c(OC)c1 (centres undefined)
    0% | 3% | 10 | x | 0% | -5% | -1% | 9% | x | -8% | -8%
CCn1c(COc2ccc(OC)cc2)nnc1SCC(=O)Nc1cc(OC)ccc1OC
    0% | -2% | -1 | -2% | u | 19% | -4% | 2% | x | -9% | -2%
O=c1oc(-c2ccco2)nc2sc3c(c12)CCCC3
    -9% | 4% | -16 | -2% | u | 6% | u | -24% | -7%[46.1 µM] | -8% | 6%
O=C(O)c1cccc(COc2ccccc2Cl)c1
    3% | x | 4 | -20% | u | 13% | u | -12% | -1% | 3% | 12%
Cc1cc(-c2ccco2)n(CC(=O)O)n1
    2% | 9% | 1 | -9% | 3% | -2% | 4% | -1% | 3% | 3% | 0%
Nc1ncn(CC(=O)c2ccccc2)n1
    -6% | 0% | -7 | -2% | 4% | 23% | u | 9% | -2% | 0% | 2%
CCCCNC(=O)CC1N=C2c3ccccc3N=C(SCC(=O)Nc3ccccc3OC)N2C1=O (centres undefined)
    7% | x | 8 | -8% | -5% | -8% | u | -14% | 1% | -6% | -1%
CCc1ccccc1NC(=S)NCc1ccc2c(c1)OCO2
    2% | 8% | 6 | -10% | u | -18%[7.66 µM] | 2% | -17% | x | 3% | -5%
O=C(CN1CCOCC1)N/N=C/c1ccco1
    -2% | 8% | -7 | -3% | 5% | 4% | 1% | 0% | -7% | -4% | 1%
CCN1/C(=C/c2ccc3cc(C)ccc3[n+]2CC)Sc2cc(C)ccc21
    -18% | 0% | -35 | 14% | 2.1µM* | -65%[inhibitor] | u | 51% | 12% | -1% | -6%
CCN1C(=O)[C@H]2[C@@H](c3ccc(-c4ccc(OC)cc4)c(OC)c3)N[C@@](Cc3ccccc3)(C(=O)OC)[C@H]2C1=O
    -14% | -3% | -9 | -1% | 17% | -14% | 2% | 3% | -1% | 6% | x
COc1ccc(OC)c(/C=N/NC(=O)c2ccc[n+](CC(=O)c3ccccc3)c2)c1
    5% | 2% | 39 | 5% | 0% | 0% | -1% | 1% | -3% | -2% | 4%
